Screening results from PubChem BioAssay.
Cl transport mod: modulators of human KCC2 chloride dependent transport. B-score of Tl+ flux slope (higher = more flux/activation; lower = inhibition) at 10 µM. Q9H2X9. 190,000 compounds, 2.2% hits. KCC2 cells, thallium flux FluoZin-2 fluorescence. AID 1456;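 active = thallium flux slope and its plate-corrected score both differing from the plate sample mean at a set confidence after two filtering rounds, in either direction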;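 also: slope of fluorescence scaled to starting intensity during 10 to 20 s after thallium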
Furin inhibitor: inhibitors of human furin; P09958; purified furin, fluorogenic substrate cleavage; inhibition, % at 30 µM; 220,000 compounds, 0.061% hits; AID 463115; in the data active = inhibition above about 25%; also: inactives centre near -15
Target sequence (P09958 108-714 limits assumed): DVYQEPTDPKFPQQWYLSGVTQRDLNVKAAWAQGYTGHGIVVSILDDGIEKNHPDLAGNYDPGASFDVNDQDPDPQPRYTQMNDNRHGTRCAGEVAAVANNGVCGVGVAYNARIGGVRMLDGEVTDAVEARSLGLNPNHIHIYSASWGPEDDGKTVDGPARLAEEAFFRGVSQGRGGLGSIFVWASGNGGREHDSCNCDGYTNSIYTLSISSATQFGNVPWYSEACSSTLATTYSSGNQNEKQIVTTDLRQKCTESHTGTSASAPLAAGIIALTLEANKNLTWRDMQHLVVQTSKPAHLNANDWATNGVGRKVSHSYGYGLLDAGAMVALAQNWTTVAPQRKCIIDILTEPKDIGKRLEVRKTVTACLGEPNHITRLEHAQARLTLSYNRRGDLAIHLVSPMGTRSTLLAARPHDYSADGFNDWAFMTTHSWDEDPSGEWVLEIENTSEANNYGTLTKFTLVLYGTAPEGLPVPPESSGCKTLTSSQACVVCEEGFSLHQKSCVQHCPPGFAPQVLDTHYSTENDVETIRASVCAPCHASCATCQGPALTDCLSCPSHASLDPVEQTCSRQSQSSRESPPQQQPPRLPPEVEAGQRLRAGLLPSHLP
PERK inh: inhibitors of human PERK kinase | CHO PERK-DD fusion, SEAP luminescence translation reporter | Q9NZJ5 | 220,000 compounds, 0.17% hits | inhibition, % at 5.6 µM;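 active = inhibition above the mean inhibition of all tested compounds plus 3 SD, set separately per screening campaign, cut at about 2.9% in these data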;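 also: PERK kinase domain activated by AP20187 dimerizer at 100 nM; 0% = DMSO with dimerizer and 100% = rapamycin at 8.4 µM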
Rad51 HR inh: blocks human Rad51 in homologous recombination. AID 1385. inhibition, % at 10 µM. hRad51 DNA strand exchange, fluorescence dequenching. Q06609. 200,000 compounds, 0.085% hits;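 active = inhibition above 40% at the single screening dose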;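 also: 0% = DMSO control wells and 100% = blanks with heterologous ssDNA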
Target sequence (Q06609 whole entry, looked up): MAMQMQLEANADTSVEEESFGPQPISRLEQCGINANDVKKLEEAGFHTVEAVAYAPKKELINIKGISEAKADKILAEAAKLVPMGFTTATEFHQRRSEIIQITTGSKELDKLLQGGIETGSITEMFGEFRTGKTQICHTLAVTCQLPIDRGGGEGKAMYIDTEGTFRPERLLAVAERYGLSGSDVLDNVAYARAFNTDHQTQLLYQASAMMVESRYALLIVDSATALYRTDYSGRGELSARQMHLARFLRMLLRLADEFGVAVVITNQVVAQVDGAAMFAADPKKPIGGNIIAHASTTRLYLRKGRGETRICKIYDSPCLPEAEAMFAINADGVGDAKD
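Material: Human Rad51 nucleoprotein filaments preassembled on unlabelled ssDNA | Also added: Labelled 47-mer dsDNA for strand exchange | Dosing: Single dose, 10 µM final compound | Schedule: 30-min compound preincubation and 15-min exchange, both room temperature | Technique: Fluorescence dequenching at 485/520 nm | Measure: Percent inhibition relative to plate controls and blanks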
KLK5 inh: blocks human kallikrein 5 protease activity. Q9Y337. recombinant hK5, fluorogenic AMC substrate cleavage. inhibition, % at 5 µM. 210,000 compounds, 0.59% hits;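 active = inhibition of 40% or more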;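 also: 0% = enzyme controls without compound and 100% = no-enzyme blanks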
m-calpain inh: inhibitors of pig calpain II. 220,000 compounds, 0.37% hits. inhibition, % at 16 µM. AID 1236. purified calpain II, fluorogenic peptide substrate, 30 min;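 active = inhibition above about 50%, limit read from the data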
thrombin 1536: inhibitors of human thrombin | P00734 | alpha-thrombin, Boc-VPR-AMC fluorogenic substrate cleavage | inhibition, % at 5 µM | 220,000 compounds, 0.26% hits;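 active = inhibition at or above 40%; inactive = inhibition below 40%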;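 also: 0% = enzyme with no compound and 100% = wells without enzyme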
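System: human alpha-thrombin protein; Compound dosing: one concentration per compound, 5 µM, with 0.2% DMSO; Timing: reaction at room temperature; Technique: AMC fluorescence, 355/460 nm; Controls: enzyme without compound as high, wells lacking enzyme as low.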
FXIa inh: factor XIa (human) inhibition; P03951; purified FXIa, Boc-Glu-Ala-Arg-AMC fluorogenic substrate; inhibition, % at 5 µM; 220,000 compounds, 0.14% hits; AID 798;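 active = inhibition of at least 40%; inactive = inhibition below 40%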;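 also: fluorescence of freed AMC excited at 355 nm; 0% = enzyme without compound and 100% = no enzyme blank; many of its hits are not listed in these tables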
FXIIa inh: factor XIIa (human) inhibition. P00748. purified FXIIa, Boc-QGR-AMC fluorogenic substrate, 2 h. inhibition, % at 5 µM. 220,000 compounds, 0.3% hits. AID 800; in the data active = inhibition above about 40%;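 also: 0% = enzyme with no compound and 100% = blank without enzyme; many of its hits are not listed in these tables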
Active calls of the source: *; i = inactive; / = not tested or not shown; [ ] = another dose, or the depositor's remark. A portion of the library. The share of hits here may be higher or lower than overall.

SMILES	Cl transport mod	Furin inhibitor	PERK inh	Rad51 HR inh	KLK5 inh	m-calpain inh	thrombin 1536	FXIa inh	FXIIa inh
C/C(=N\Nc1ccc([N+](=O)[O-])cc1)c1ccc(C#N)cc1	0.25	-4	0.2	1	-2	6	4	0	5
C=CCn1c(COc2ccccc2)nnc1SCC(=O)N/N=C/c1ccc(C)cc1	-1.6	-12[20 µM]	-0.6	10	2	1	5	5	8
Cc1ccc(C(=O)NNC(=S)NC(=O)c2ccco2)cc1	55*	-26	0.0	-4	-5	-3	1	1	13
Cc1cccc(N2C(=N)SCC2=O)c1C	-0.0057	-12	0.6	-4	-4	10	-9	-6	5
CCOC(=O)c1c(C)oc2cc(Br)c(O)c(Br)c12	-0.76	-28	0.7	9	-4	-31	0	2	10
CCc1ccc(C(=O)NC(=S)Nc2ccc3c(c2)OCCO3)cc1	1.6	-11	0.7	5	9	3	-12	-1	6
Oc1ccc(C[C@@H]2CNC(=S)N2CCCCC2CCCCC2)cc1	-0.3	-27	0.8	1	2	51*	0	0	10
COc1ccc(-c2nc(-c3ccccc3)c(-c3cc([N+](=O)[O-])ccc3C)[nH]2)cc1OC	4.4	-13[20 µM]	-1.6	11	-16	-223	2	21	27
Cc1ccc(Nc2ncc(C(=O)NCCCN3CCN(C)CC3)c3ccccc23)cc1Cl	0.047	-19	-0.9	-5	-2	-15	-7	-3	10
C/C(=N\OC(=O)Nc1ccccc1)c1cnn(-c2cc(C(F)(F)F)cc(C)n2)c1C	-0.97	-33	2.3	13	7	5	-1	8	6
COc1ccc([C@H]2Oc3cc(O)cc(O)c3C(=O)C2[C@@H]2C(=O)c3c(O)cc(O)cc3O[C@@H]2c2ccc(OC)cc2)cc1 (stereo partly drawn)	-0.82	9	/	-8	6	11	0	2	11
CCn1cc([N+](=O)[O-])c(C(=O)N2CCOCC2)n1	0.21	-18	1.5	-1	-14	-1	-6	2	2
Oc1ccc(Cl)cc1Cc1cc(Cl)ccc1O	0.012	-14	-0.7	-2	14	39	11	7	11
Oc1ccc(-c2cn3c(n2)SCC3)cc1	0.22	-23[20 µM]	1.3	0	-18	-16	5	-5	12
COCCNC(=O)C1c2cc(OC)c(OC)cc2C(=O)N(C)C1c1cccnc1 (stereo not drawn)	/	-20	0.4	-2	3	5	-3	1	14
CN1CCN(Cc2nc3c(c(=O)n(C)c(=O)n3C)n2CCCc2ccccc2)CC1	/	-15[20 µM]	-1.0	-10	-3	13	-5	-3	7
CCOc1ccc2cc(S(=O)(=O)N3CCN(C)CC3)ccc2c1	1.3	-31[20 µM]	0.2	/	1	-7	-6	0	-2
O=C1CC(c2cc(F)ccc2F)c2cc3c(cc2N1)CCC3 (stereo not drawn)	-0.48	-18	0.3	2	-2	-6	-12	-4	1
COC(=O)c1ccc(OCc2nc(N)nc(N3CCOCC3)n2)cc1	0.014	-4	0.1	-2	-13	-35	-3	-6	5
Cc1c(C#N)c(O)n(C)c(=O)c1N=Nc1ccc(S(N)(=O)=O)cc1	0.47	-1	-1.2	-11	25	8	57*	25	29
C/C(=N\Nc1ccc(C(=O)O)cc1)c1ccc2c(c1)Nc1ccccc1S2	-1.6	6	1.6	-9	-1	40	3	-5	7
COc1ccc(OC)c(C(=O)CSc2nc3ccccc3n2CC(=O)NC(C)(C)C)c1	-0.0041	-13[20 µM]	-0.4	-3	-12	9	-3	-14	8
CCOC(=O)C(=O)NC12CC3CC(CC(C3)C1)C2	-0.85	-3	0.2	23	-9	25	-5	-5	1
O=S(=O)(N/N=C\C=C\c1ccccc1)c1ccccc1	0.19	-36[20 µM]	1.1	-1	/	/	/	/	/
Cc1ccccc1-c1nnc(SCCC(=O)N2CCOCC2)o1	-1.5	-29	0.6	12	1	-21	3	-2	5

The list goes on.
SMILES	Cl transport mod	Furin inhibitor	PERK inh	Rad51 HR inh	KLK5 inh	m-calpain inh	thrombin 1536	FXIa inh	FXIIa inh
Cc1ccc(-c2c(C)c(-c3ccc(F)cc3)nc(N)c2C#N)o1	0.39	-11	-0.1	3	-27	-82	-6	-23	-28
Cc1ccc(NC(=S)NCc2cccs2)cc1	-1.7	-10[20 µM]	-0.5	10	6	-1	-4	-7	6
CC1CCN(C(=S)c2ccc(-c3ccc(Cl)cc3Cl)o2)CC1	0.37	-5	0.4	-7	-21	5	-6	7	11
COc1cc2c(cc1OC)C(c1cccs1)N(C(=O)c1cccnc1)CC2 (stereo not drawn)	-0.021	-29	0.0	0	2	-31	-2	-2	/
Cn1cc(CCNCc2cn[nH]c2-c2ccc(-c3ccccc3)cc2)cn1	-1.5	-14	-2.4	-14	-4	-14	-5	-6	4
CC(Oc1ccc(Cl)cc1Cl)C(=O)OCn1nnc2ccccc2c1=O (stereo not drawn)	0.44	-12[20 µM]	0.9	11	-4	3	4	10	30
Cc1ccc(C)c2[nH]c(=O)c(CN(Cc3cccnc3)C(=S)NCc3ccco3)cc12	-1.7	-19	-1.9	-65	3	-32	-27	1	13
CN1CCN(CCCNC(=O)c2cc3c(=O)n(C)c4ccccc4c3s2)CC1	/	-41	-1.9	3	-7	-255	-1	9	18
C=CCN(CC=C)C(=S)NCCc1ccc(OC)c(OC)c1	-0.59	-16	-0.1	-7	-6	18	0	5	3
CCCCN(C)C1CCN(C(=S)Nc2ccc(OC)cc2)CC1	0.11	-26	1.1	11	-7	-21	-1	-3	3
Cc1cccc(NC(=O)CSc2nc3nc4c(cc3c(=O)n2-c2ccccc2)CCCC4)c1	-0.16	-18	-0.5	2	-6	-41	-2	7	5
Cc1nc(SCC(=O)Nc2c(C)n(C)n(-c3ccccc3)c2=O)[nH]c(=O)c1Cc1ccccc1	/	-11	0.5	5	-2	-22	1	-4	14
CC(=O)c1ccc(-c2nnc(CCC(=O)N(C)Cc3cccc4cnccc34)o2)s1	-1.7	-17	1.1	/	/	24	1	0	7
Cc1ccc(Cl)cc1N1CCN(C(c2ccc(C#N)cc2)c2nnnn2C2CCCC2)CC1 (stereo not drawn)	/	-21	-1.3	6	10	-47	-6	-7	6
O=C(NC1CCCC1)c1cccnc1N1CCCCCC1	-0.97	-19	0.0	-3	1	-7	3	-4	10
COCCNC(=O)C(c1ccc(F)cc1)N(CCOC)C(=O)CCC(=O)Nc1nccs1 (stereo not drawn)	0.13	-18	0.9	-4	-23	-21	-9	-4	4
COc1ccc(S(=O)(=O)N(CCc2ccccc2)CC(=O)O)cc1C	-1.1	-8[20 µM]	0.7	1	-6	-9	-6	-8	11
CC(C)CC(=O)Nc1ccnc(-c2ccncc2)n1	-0.082	-20	0.6	-6	-1	5	1	-1	10
COc1ccc(C(=O)N2CCC(N3CCN(c4ccccc4)CC3)CC2)cc1	-0.31	-10[20 µM]	-0.6	-6	0	19	-7	-2	5
CCCC(NC(=O)CNC(=O)C(C)(C)C)C(=O)O (stereo not drawn)	0.06	-2[20 µM]	1.1	5	-8	-29	-2	-5	7
CC(C)c1nnc(NC(=O)CSc2ncn[nH]2)s1	0.31	-21	0.4	0	-1	-11	-22	8	3
CN(c1ccc(C(=O)Nc2cccc([N+](=O)[O-])c2)cc1)S(C)(=O)=O	-0.49	-13	-0.4	9	-2	-21	-13	-4	8
Cc1cccc(NC(=S)NC(=O)CCc2ccccc2)c1	2.7	-17	0.4	-6	2	4	-5	-2	6
Cc1ccc(Cl)cc1NC(=S)N(Cc1ccco1)C(C)c1cccs1 (stereo not drawn)	0.77	-15	1.1	9	1	16	2	-8	-1
Cc1ccc(C(=O)CSc2nn3c(=O)c(C(C)(C)C)nnc3s2)cc1	0.62	-13[20 µM]	1.0	-6	-11	10	-5	-9	-8

thrombin 1536, entries above that show a hit.
SMILES	Cl transport mod	Furin inhibitor	PERK inh	Rad51 HR inh	KLK5 inh	m-calpain inh	thrombin 1536	FXIa inh	FXIIa inh
Cc1c(C#N)c(O)n(C)c(=O)c1N=Nc1ccc(S(N)(=O)=O)cc1	0.47	-1	-1.2	-11	25	8	57*	25	29

Looked up above:
COCCNC(=O)C(c1ccc(F)cc1)N(CCOC)C(=O)CCC(=O)Nc1nccs1 (stereo not drawn) @ FXIIa inh = 4
COc1ccc(C(=O)N2CCC(N3CCN(c4ccccc4)CC3)CC2)cc1 @ Cl transport mod = -0.31

Later entries
SMILES	Cl transport mod	Furin inhibitor	PERK inh	Rad51 HR inh	KLK5 inh	m-calpain inh	thrombin 1536	FXIa inh	FXIIa inh
CCOC(=O)C(Sc1ncnc2c1sc1nc(N3CCOCC3)c3c(c12)CCCC3)c1ccccc1 (stereo not drawn)	0.75	-14[20 µM]	-0.1	-5	-19	-79	0	7	8
Cc1c(NC(=O)CSc2ccc(Cl)cc2)cccc1-c1nc2ncccc2o1	/	-4[20 µM]	-0.5	-3	-3	13	0	-1	13
Cc1cc(SCC(=O)N/N=C/c2ccc(O)cc2O)c(C)cc1Br	i	-6[20 µM]	0.3	-3	-12	-3	5	0	10
CCOc1ccccc1NC(=O)c1ccccc1NS(C)(=O)=O	0.35	-20[20 µM]	0.8	0	-3	4	0	-7	-2
CCOC(=O)N/N=C\c1ccc([N+](=O)[O-])s1	1.3	-23	0.4	26	-6	0	-6	-1	6
COc1ccccc1CC(=O)Nc1ccccc1C(=O)O	-0.28	-17[20 µM]	0.8	5	-20	-7	3	7	12
COc1ccc(S(=O)(=O)N2CC3CCCN3c3cc(C(F)(F)F)ccc32)cc1 (stereo not drawn)	/	-12[20 µM]	0.0	1	-10	10	6	4	18
COCCn1c(SCC(=O)Nc2ccccc2)nc2c(oc3ccccc32)c1=O	-0.79	-25	0.3	7	2	5	9	0	6
CNc1c([N+](=O)[O-])cnn1-c1ccc(Cl)cc1Cl	0.44	-12[20 µM]	0.8	-2	-7	15	2	-1	17
COc1ccc(CCNC(=O)CN2C(=O)c3ccccc3S2(=O)=O)cc1OC	0.51	-17[20 µM]	0.3	-1	1	-12	-7	-12	2
CN(C)c1ccc(C(C(=O)NC(C)(C)C)N(C(=O)c2csnn2)C2CC2)cc1 (stereo not drawn)	/	-10	0.2	-7	12	18	-5	-5	-5
CCOC(=O)c1c(NC(=O)c2ccc(-n3cnnn3)cc2)sc2c1CCCC2	1	-22	1.3	6	-7	-150	-3	4	12
CCC(C(=O)Nc1cc(C)on1)c1ccccc1 (stereo not drawn)	/	-16[20 µM]	1.0	5	-28	20	-11	-19	-22
O=C(N/N=C/c1ccc([N+](=O)[O-])cc1)c1ccc2nc[nH]c2c1	0.28	1[20 µM]	0.2	3	11	21	-1	-4	-6
O=C(Nc1cccc(-c2cn3cccnc3n2)c1)Nc1ccccc1F	-0.74	-20	0.6	3	7	-71	-4	7	2
CCOC(=O)c1c(NC(=O)c2cc(CC(C)C)on2)sc(C(C)=O)c1C	0.78	-14	0.2	-9	-15	-16	-2	4	12
CCOc1ccc(S(=O)(=O)NCC2CCCO2)cc1 (stereo not drawn)	0.83	-7[20 µM]	0.1	2	16	-33	-4	3	13
Cc1c(NC(=O)C(=O)/C=C(\O)c2ccc(Cl)cc2)c(=O)n(-c2ccccc2)n1C	-0.3	-1	-0.2	-10	-26	17	-3	-4	2
CCC(CCC(=O)Nc1ccn(-c2ccccc2)n1)C(=O)O (stereo not drawn)	0.025	-19	1.2	8	-15	-10	1	-4	0
Cc1nc2c(C)c(C)c(C)c(C)c2nc1C	1.5	-11	1.6	11	-1	-20	2	-5	3
O=C(CC1C(=O)NCCN1C(=O)Nc1ccccc1)Nc1ccc(F)cc1 (stereo not drawn)	1	-10	1.3	-20	-4	3	2	-4	6

Some of these compounds in order of the PERK inh value, highest first:
SMILES | PERK inh
Cc1nc2c(C)c(C)c(C)c(C)c2nc1C | 1.6
COc1ccc(CCNC(=O)CN2C(=O)c3ccccc3S2(=O)=O)cc1OC | 0.3
CCOC(=O)c1c(NC(=O)c2cc(CC(C)C)on2)sc(C(C)=O)c1C | 0.2
